ABCB6 inh MLPCN – human ABCB6 transporter inhibition; Q9NP58; K562-ABCB6 porphyrin accumulation, flow cytometry, 1 h; active compounds read low; fluorescence ratio to DMSO, % at 10 µM; actives 0.19% (n = 360,000); AID 602162;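 active = fluorescence ratio to DMSO below 75%, the collection mean minus 3 SD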;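 also: signal is porphyrin accumulated inside mitochondria; 100% equals median channel fluorescence of DMSO control wells; lower ratio means ABCB6 inhibition with less porphyrin fluorescence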
Target sequence (Q9NP58 whole entry, looked up): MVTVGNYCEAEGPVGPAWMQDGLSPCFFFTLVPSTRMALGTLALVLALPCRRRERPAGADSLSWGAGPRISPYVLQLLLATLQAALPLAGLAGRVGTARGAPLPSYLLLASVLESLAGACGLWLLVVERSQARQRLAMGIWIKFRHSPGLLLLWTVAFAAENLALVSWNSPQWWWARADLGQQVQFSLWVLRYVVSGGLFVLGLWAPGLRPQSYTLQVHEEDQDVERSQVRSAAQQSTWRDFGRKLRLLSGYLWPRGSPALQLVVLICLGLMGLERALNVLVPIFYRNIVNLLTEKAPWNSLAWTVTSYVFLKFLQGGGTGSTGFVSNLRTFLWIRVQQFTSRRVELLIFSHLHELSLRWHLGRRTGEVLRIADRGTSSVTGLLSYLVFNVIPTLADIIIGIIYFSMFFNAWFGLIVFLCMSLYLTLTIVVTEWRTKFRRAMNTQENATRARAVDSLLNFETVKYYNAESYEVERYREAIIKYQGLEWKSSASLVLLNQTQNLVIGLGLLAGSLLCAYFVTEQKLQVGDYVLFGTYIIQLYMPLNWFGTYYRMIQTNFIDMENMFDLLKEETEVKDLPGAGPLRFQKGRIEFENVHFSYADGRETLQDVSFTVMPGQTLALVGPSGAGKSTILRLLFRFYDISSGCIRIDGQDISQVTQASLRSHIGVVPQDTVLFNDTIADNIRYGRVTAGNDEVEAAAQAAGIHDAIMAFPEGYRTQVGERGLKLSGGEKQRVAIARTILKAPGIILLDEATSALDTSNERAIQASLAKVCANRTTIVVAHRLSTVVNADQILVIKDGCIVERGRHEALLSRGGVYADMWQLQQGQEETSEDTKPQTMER
aDG glyco up – alpha-DG glycosylation activation; Pro5-aDG cells, alpha-DG glycosylation AlphaScreen (IIH6); 0% Pro5, 100% B10-LARGE cell signal; activation, % at 10 µM; actives 0.22% (n = 360,000);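 active = activation of at least 8% versus controls, or a plate z-score of at least 8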;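 also: Pro5 are CHO cells carrying HIG-tagged alpha-DG that lacks glycosylation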
NOD2 RIPK2 PPI – inhibitors of human NOD2-RIPK2 interaction; O43353; CHO BLA complementation NOD2-RIPK2, CCF4 ratio; inhibition, % at 4.98 µM; actives 0.38% (n = 360,000); in the data active = inhibition above about 21%;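 also: 0% = vehicle only and 100% = reference blocker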
MC4R barr agon – human MC4R agonism via beta-arrestin; U2OS MC4R beta-arrestin complementation, luminescence; percent of melanotan II response, DMSO zero; activation, % at 8.9 µM; actives 0.98% (n = 360,000);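 active = activation above a per-plate cutoff, the mean activation of sample wells on that plate plus 3 SD, cut at about 8% in these data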
TLR9-MyD88 inh – inhibitors of human TLR9-MyD88 binding. Q9NR96+Q99836. CHO BLA complementation TLR9-MyD88, CCF4 FRET ratio. inhibition, % at 4.98 µM. actives 0.21% (n = 340,000);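 active = inhibition above the mean over all tested compounds plus 3 SD, cut at about 21% in these data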;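 also: 0% = DMSO only wells and 100% = clavulanate BLA inhibitor control wells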
ABHD5-PLIN5 inh – ABHD5-PLIN5 protein interaction inhibition; Q00G26+Q8WTS1; actives 0.78% (n = 360,000); Split G. princeps luciferase complementation, luminescence, 4 h; inhibition, % at 4 µM;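 active = inhibition above the mean inhibition across every tested compound plus 3 SD, cut at about 22% in these data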;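 also: 0% = DMSO only wells and the 100% control is not disclosed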
Granule exo inh – lytic granule exocytosis inhibition. actives 0.66% (n = 360,000). inhibition, % at 10 µM. TALL-104 LAMP-1 surface exposure, flow cytometry; cells stimulated with thapsigargin and PMA;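 active = inhibition above about 55%, limit read from the data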
Vif imaging – inhibitors of HIV Vif; AID 602346; HEK293T cells, Vif self-association by quenched fluorescence, imaging, 24 h; inhibition, % at 7.49 µM; actives 0.35% (n = 340,000); in the data active = inhibition above about 50%, passing the limit was not always enough; also: some results filed as inactive read as strong as hits
MC4R antag cAMP – antagonists of human melanocortin 4 receptor (MC4R); P32245; MC4R-expressing cells, MTII-stimulated cAMP, LANCE TR-FRET; inhibition, % at 6.5 µM; actives 0.48% (n = 360,000);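 active = inhibition above its plate's cutoff, the mean of tested wells on that plate plus 3 SD, cut at about 29% in these data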;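 also: 0% = Melanotan II alone and 100% = Melanotan II plus saturating MCL0020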
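Assay system: human MC4R-expressing U2OS cells; reagent: Melanotan II stimulation of cells; dosing: 6.5 µM single dose; timing: compound 30 min, challenge 1 h, detection 1 h; signal: TR-FRET cAMP assay; replicates: one well per compound, no replicates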
N-glyco inh – N-linked glycosylation inhibition. D54 ERlucT glycosylation luciferase reporter, 24 h; percent of 100 nM tunicamycin response. reporter increase, % at 12.5 µM. actives 0.23% (n = 360,000). AID 588692;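 active = mean luciferase reporter signal, scaled so untreated is 0 and the glycosylation-blocking control 100, at or above a set limit in every replicate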;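 also: luciferase carries N-glycosylation sites so blocking glycosylation raises the light; 0% = median of neutral control wells and 100% = median of 100 nM tunicamycin wells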
An asterisk follows results filed as active; i = inactive; . = not tested or not shown. An excerpt (hit frequency here may not be typical).

SMILES	ABCB6 inh MLPCN	aDG glyco up	NOD2 RIPK2 PPI	MC4R barr agon	TLR9-MyD88 inh	ABHD5-PLIN5 inh	Granule exo inh	Vif imaging	MC4R antag cAMP	N-glyco inh
Cc1cc(C(=O)CCl)c(C)n1CCc1ccc(F)cc1	101	0.1	0	7.6	-1	3	10	4	31*	5
COc1ccccc1-n1cnnc1SCC(=O)N1CC(=O)Nc2ccccc21	108	0.1	-5	0.7	-4	-2	-1	11	4	-1
CCC(=O)N(C)C[C@H]1Oc2cc(-c3cccnc3)ccc2S(=O)(=O)N([C@H](C)CO)C[C@H]1C	99	-0.1	4	-1.0	0	2	0	1	3	2
Cn1c(CCC(=O)Nc2ccc(F)cc2)nc2cc(S(=O)(=O)N3CCOCC3)ccc21	101	-0.4	-7	-2.0	-5	2	0	-3	19	-2
O=C1CSC(c2ccccc2[N+](=O)[O-])N1CCc1ccccc1 (configuration not stated)	99	0.2	14	2.6	0	-2	-3	-1	-2	3
COc1ccc(OC)c(C(=O)COC(=O)COc2ccccc2)c1	103	1.4	3	0.1	-13	2	5	-5	-2	-2
CCSc1nnc(NC(=O)CCCOc2ccc(C)cc2)s1	100	-0.3	-18	1.8	-4	3	2	-1	5	1
CCOC(=O)c1cnc2c(OC)cccc2c1N1CCN(c2ccc(OC)cc2)CC1	100	-0.4	7	0.5	2	5	6	-34	13	-2
COc1ccccc1C1c2c(C)nn(-c3ccccc3)c2NC(=O)C1NC(=O)c1ccccc1 (configuration not stated)	90	0.0	-2	0.0	-13	-3	2	-12	2	-2
Nc1ncc(-c2ccccc2)c(-c2ccc(OCc3ccccc3)cc2O)n1	96	0.1	9	3.5	8	-1	13	-5	5	-1
COc1cc(/C=N/Nc2nc3ccccc3[nH]2)cc(Br)c1OCC(=O)N(C)C	98	0.0	-1	-1.4	-5	7	-2	-5	-1	-4
CCC(C(=O)O)N1C(=O)c2ccccc2C1=O (configuration not stated)	106	-0.2	-11	-0.7	-12	-3	0	-1	0	4
CCCC(=O)Nc1ccc2nc(SCC(=O)Nc3ccc(N4CCOCC4)c(Cl)c3)sc2c1	101	1.7	-12	-1.3	-3	4	1	-21	3	-8
Cc1nc(-c2cccc(NS(=O)(=O)c3cccc4ccccc34)c2)cs1	100	-0.2	2	0.7	-3	0	2	-3	4	1
Cc1cc(C(=O)N/N=C/c2ccc(C)o2)c2ccccc2n1	97	-0.2	-4	0.8	-3	-1	12	12	-8	17
Cc1cc(OCC(=O)N(C)c2ccccc2)cc2c1C(=O)CC(C)(C)O2	100	-0.1	-5	-1.0	-6	4	7	1	-2	0
O=C(CC(=O)c1ccccc1)Nc1cc([N+](=O)[O-])ccc1Cl	96	0.1	-2	0.1	-14	19	9	-11	7	0
O=C(O)c1ccc([N+](=O)[O-])nc1	91	-0.2	-2	0.1	-4	5	-2	.	8	0
NC(=O)C1CCN(C(=O)c2ccc(Oc3cc(Cl)cc(Cl)c3)o2)CC1	100	-0.1	4	-0.9	0	7	0	2	-3	-1
COc1cc2nc(N(CCN(C)C)C(=O)c3ccc(S(=O)(=O)N(C)CC4CCCO4)cc3)sc2cc1OC (configuration not stated)	93	0.1	-11	-0.3	-16	-1	1	-4	8	1

Single values from the results shown:
NOD2 RIPK2 PPI with CCSc1nnc(NC(=O)CCCOc2ccc(C)cc2)s1 → -18
aDG glyco up with CCC(=O)N(C)C[C@H]1Oc2cc(-c3cccnc3)ccc2S(=O)(=O)N([C@H](C)CO)C[C@H]1C → -0.1
Granule exo inh with Cc1cc(OCC(=O)N(C)c2ccccc2)cc2c1C(=O)CC(C)(C)O2 → 7
Vif imaging with COc1ccccc1C1c2c(C)nn(-c3ccccc3)c2NC(=O)C1NC(=O)c1ccccc1 (configuration not stated) → -12

With a hit mark in MC4R antag cAMP, among the entries above:
SMILES	ABCB6 inh MLPCN	aDG glyco up	NOD2 RIPK2 PPI	MC4R barr agon	TLR9-MyD88 inh	ABHD5-PLIN5 inh	Granule exo inh	Vif imaging	MC4R antag cAMP	N-glyco inh
Cc1cc(C(=O)CCl)c(C)n1CCc1ccc(F)cc1	101	0.1	0	7.6	-1	3	10	4	31*	5

Other structures follow:
SMILES	ABCB6 inh MLPCN	aDG glyco up	NOD2 RIPK2 PPI	MC4R barr agon	TLR9-MyD88 inh	ABHD5-PLIN5 inh	Granule exo inh	Vif imaging	MC4R antag cAMP	N-glyco inh
CC(=O)NC(c1ccco1)c1cc(Cl)c2cccnc2c1O (configuration not stated)	93	0.4	6	-2.6	.	-4	8	11	14	4
CC(C)(C)N(NC(=O)Nc1ccccc1)C(=O)c1ccccc1	77	0.0	0	-1.1	3	-7	0	5	-4	2
COc1ccccc1C(=O)Nc1c[nH]c(=O)[nH]c1=O	104	-0.1	3	0.6	-4	-1	-2	-2	5	6
O=C(CSc1nnc(CNC(=O)c2c(F)cccc2Cl)o1)c1ccccc1	97	-0.1	5	-2.0	3	-6	0	4	-2	0
O=C(c1cnsn1)N1CCC(CO)(Cc2ccc(Cl)cc2)CC1	104	0.4	-2	-3.3	15	-3	1	4	-9	-2
CCCn1nnc(NC(=O)c2ccc(OCC)c(Cl)c2)n1	101	1.0	6	1.1	11	5	-3	-3	-6	0
O=C(CN(c1ccccn1)S(=O)(=O)c1ccccc1)Nc1ccccc1	105	-0.3	4	-2.2	5	0	0	1	11	0
CC1CN(Cc2nc3c(c(=O)n(C)c(=O)n3C)n2CCN2CCOCC2)CC(C)O1 (configuration not stated)	98	-0.3	-5	-1.5	4	-5	-2	-1	2	2
COc1cccc(CNC2CCCCCCC2)c1OC	98	0.1	2	-0.4	-3	-3	-4	15	3	-2
Cc1cccc(-n2c(-c3csc4ccccc34)n[nH]c2=S)c1	96	0.1	3	-1.3	4	-11	-4	-13	9	-2
COc1ccccc1N1CCN(S(=O)(=O)c2ccc(NC(C)=O)cc2)CC1	95	0.0	1	-1.6	5	4	8	7	0	2
Cc1ccc(Cl)c2c(N=Nc3ccccc3)c(O)[nH]c12	102	-0.1	-10	3.5	-3	-4	3	i	-3	1
Nc1c(C(=O)NCc2cccs2)nnn1CC(=O)Nc1cccc(Cl)c1	102	0.0	6	-0.3	3	4	0	-7	2	2
O=C(NC1CCS(=O)(=O)C1)/C(=C\c1ccccc1)NC(=O)c1ccccc1 (configuration not stated)	108	0.0	-4	0.1	-12	3	-1	-17	10	2
O=C(OCc1nnc(-c2ccccc2)o1)c1ccc([N+](=O)[O-])o1	101	0.1	-2	-2.2	-15	10	0	-10	3	-1
COc1ccc(/C=C(\C#N)C(=O)NCc2cccs2)cc1OC	106	-0.1	4	-1.3	0	-2	-1	6	17	1
CCOc1ccc(N2C(=O)CC(Sc3nnnn3-c3ccccc3)C2=O)cc1 (configuration not stated)	97	-0.9	16	0.5	-3	27*	40	-11	28	-5
FC(F)(F)c1cccc(N2CCN(C(=S)NC3CCCC3)CC2)c1	100	0.7	-5	8.3*	0	-11	0	-4	11	0
Cc1cccn2c(=O)c3cc(C(=O)NC4CCCC4)c(=N)n(C4CCCC4)c3nc12	100	0.6	-10	0.3	-7	8	0	.	8	1
O=C(NC1CCCc2ccccc21)C1CCN(c2nnc(-n3cccc3)s2)CC1 (configuration not stated)	102	0.4	-9	3.6	10	3	6	-24	14	4
COc1ccc(S(=O)(=O)N2CCOCC2)cc1NC(=O)c1ccc(=O)[nH]c1	99	-0.3	-5	-2.5	-8	3	7	-5	7	2
Cc1cnc(C(=O)NCC(c2ccccc2)c2ccccc2)cn1	96	-0.1	-9	0.7	0	3	0	4	3	-1
Cn1sc(NC(=O)c2ccccc2)nc1=O	95	-0.1	0	-3.0	6	-8	-1	17	2	1
Cc1cccc(CCNC(=O)C2CCCN(c3cnccn3)C2)c1 (configuration not stated)	100	0.1	-5	-1.0	-6	4	-1	-3	2	-1
CCC(c1nnnn1C(C)(C)C)N1CCN(C/C=C/c2ccccc2)CC1 (configuration not stated)	103	0.0	-11	.	.	1	-1	.	.	1
O=c1c(Cc2ccccc2)c(O)ccn1Cc1ccc2c(c1)OCO2	98	-0.3	-5	-4.7	1	4	12	-2	-3	1
CN(C)S(=O)(=O)c1cccc(NC(=O)COc2cccc3ccccc23)c1	99	0.0	6	-1.7	7	-8	0	-3	24	3
O=C(Cc1ccccc1Cl)N1CCOCC1	96	-0.4	-10	-1.9	-13	1	-6	-1	8	0
O=C(c1c(F)cccc1Cl)N1CCN(S(=O)(=O)c2ccc3c(c2)OCCCO3)CC1	94	0.1	7	0.3	0	10	10	-3	7	2
CN(C)c1ccnc(C(=O)O)c1	98	-0.2	-3	-2.0	-12	2	-3	-7	21	1
CCCOc1ccc(/C=N/NC(=O)CSc2ccccn2)cc1OC	95	0.1	-7	0.2	7	8	4	-2	13	-1
COc1ccc(N(CC(=O)Nc2ccc(C)cc2)S(=O)(=O)c2c(C)noc2C)cc1	93	0.7	7	4.7	-7	-8	10	-9	0	-3
Cc1ccc(-c2cc(C(F)F)nc(N3CCC(C)CC3)n2)cc1	102	-0.1	0	-0.5	-1	-2	2	-3	11	-3
O=C1/C(=C\c2ccc([N+](=O)[O-])cc2)CS(=O)(=O)C/C1=C/c1ccc([N+](=O)[O-])cc1	i	-0.6	45*	-3.1	8	76*	50	-6	35*	-19
CCCC(=O)NC(c1ccco1)c1cc(Cl)c2cccnc2c1O (configuration not stated)	102	0.4	-9	-2.7	4	4	-1	-12	12	0
Cc1ccnc(NS(=O)(=O)c2ccc(NC(=O)C(C)(C)C)cc2)n1	94	0.0	2	-1.2	9	0	1	-8	0	1
COC(=O)c1sccc1NC(=O)c1ccco1	99	-0.2	-6	1.3	2	0	-3	2	-5	0
CCc1ccc(S(=O)(=O)N/N=C\c2cn(CC(N)=O)c3ccccc23)cc1	95	-0.4	-6	-2.5	-1	0	-5	1	2	-1
COc1cc(C(=S)N2CCOCC2)cc(OC)c1OC(=O)c1cccc(C)c1	98	-0.2	5	0.7	5	8	-3	4	2	1
Cn1c(SCc2ccc(Br)cc2)nc2c(c1=O)SCC2	98	1.8	1	-3.0	-6	-1	7	-9	7	-3
Cc1ccccc1NC(=O)c1sc2nc3c(c(-c4ccco4)c2c1N)CCC3	95	0.4	8	0.0	15	-5	0	2	14	1
CC(Oc1ccccc1)C(=O)Nc1ccc(S(=O)(=O)Nc2nccs2)cc1 (configuration not stated)	92	-0.1	-8	-1.2	-1	1	-12	14	1	0
CCOc1ccc(S(=O)(=O)N(CC(=O)NC2CCCCC2C)Cc2ccco2)cc1 (configuration not stated)	101	0.2	1	2.3	-4	4	1	2	-1	-6
COc1ccc(N2CC(NS(=O)(=O)c3cccs3)CC2=O)cc1OC (configuration not stated)	98	-0.1	8	0.5	6	0	1	-3	7	2
COC(=O)CNC(=O)CCC(=O)N1CCN(C(c2ccccc2)c2ccccc2)CC1	104	-0.1	2	-0.6	-3	-6	1	1	2	0
COc1ccc(NC(=O)COC(=O)C2C3CC4OC(=O)C2C4C3)cc1 (configuration not stated)	96	0.1	-3	-0.5	-2	3	-1	14	9	0
COc1cccc(CN(C)CCCn2cnc(C(=O)Nc3ccc(C)c(C)c3)n2)c1	98	-0.1	-10	1.1	-4	-5	0	-4	2	-1
CS(=O)(=O)c1ccc(NCCN2CCOCC2)c([N+](=O)[O-])c1	97	-0.1	-18	-0.5	-9	3	-9	0	-3	2

Bioassay records as filed in PubChem BioAssay.
